# Nrf2 inh = Nrf2 pathway inhibition. A549 ARE-Fluc reporter, luciferase luminescence, 18-24 h. Potency, µM (series often up to 46 µM), for the others: at the highest dose activity change, negative = inhibition, hits mostly inhibitors. 2.1% of 360,000 active. AID 504444; further: potency means the concentration at half of the fitted maximal effect; on the % scale 0 is the no-effect control and ±100 the full control effect; nearly all actives have a fitted effect of over 60% in size
#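 Nrf2 function is reported as luminescence of an ARE-controlled luciferase in A549 cells. Compounds were tested at several concentrations, and a CellTiter-Fluor read on the same wells flagged cytotoxicity.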
# Mm-Cpn inhibitor = inhibitors of Methanococcus maripaludis chaperonin (MmCpn); Potency, µM (series often up to 76.9 µM), without a hit: at the top dose activity, negative = inhibition, usual class: inhibitors; purified Mm-Cpn ATPase, ADP Transcreener TR-FRET; 0.031% of 330,000 active; AID 504842; further: potency means the concentration at half of the fitted maximal effect; on the % scale 0 is the no-effect control and ±100 the full control effect; nearly all actives have a fitted effect of over 80% in size
#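 Quantitative HTS used 25 nM Mm-CPN and 10 uM ATP in magnesium/KCl Tris buffer, pH 7.4, with 1 mM DTT. Hydrolysis ran 30 min at 37°C; ADP was read by HTRF.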
# TGFb inhibitor = blocks TGF-b signaling; 1.2% of 410,000 active; Potency, µM (top dose mostly 46.1 µM), for inactives: at the top dose activity, negative = inhibition, hits mostly inhibitors; AID 588855; HepG2 CAGA-GFP TGF-b/SMAD3 reporter, GFP fluorescence, 18 h; TGF-beta stimulated, 500 pg/mL final; further: potency means the concentration at half of the fitted maximal effect; on the % scale 0 is the no-effect control and ±100 the full control effect; nearly all actives have a fitted effect of over 65% in size
#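 HEPG2 CAGA-GFP reporter cells (1000/well, DMEM with 1% FBS) received compounds, then recombinant TGF-beta at 500 pg/mL final for 18 hours at 37 degrees C. Per-cell GFP summed per well was normalised to unstimulated and stimulated DMSO controls before curve fitting.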
# CCT chaperon mod = cytosolic chaperonin activity modulation | purified chaperonin ATPase assay, HTRF ADP detection, 30 min | activity change, % (test concentration not listed), hits read low | 0.3% of 360,000 active | AID 651819; in the data active means activity change below about -30%; further: on the % scale 0 is the no-effect control and ±100 the full control effect
#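 TRiC (40 or 20 nM final, by batch activity) in 30 mM Tris pH 7.4, 100 mM KCl, 5 mM MgCl2, 1 mM DTT was treated with compound at 76 uM single dose, then 10 uM ATP, 30 min at 37 °C. ADP was read by HTRF Transcreener.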
# A549 viability = kills or reduces viability of A549 cells in Nrf2 counter-screen; Potency, µM (series often up to 46 µM), without a hit: at the highest dose activity change, negative = cytotoxicity, hits mostly inhibitors; A549 ARE-Fluc cells, CellTiter-Fluor viability, 18-24 h; 0.16% of 390,000 active; further: potency means the concentration at half of the fitted maximal effect; on the % scale 0 is the no-effect control and ±100 the full control effect
#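 A549 ARE_Fluc cells in 5% FBS OPTI-MEM were exposed to compounds in concentration-response for 18-24 h at 37 deg C. Viability was read by CellTiter-Fluor fluorescence (Ex 405/Em 525) after 30 min, before the luciferase read.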
# Nrf2 ARE act = activates Nrf2 signaling; 0.31% of 410,000 active; Potency, µM (top dose mostly 46.1 µM), for inactives: top-dose activation, usual class: activators; AREc32 ARE-luciferase reporter (MCF7-derived line), luminescence, 24 h; AID 624171; further: potency means the concentration at half of the fitted maximal effect; % of control where 0% means no effect; nearly all actives have a fitted effect of over 65% in size
#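 Luciferase luminescence (Steady-Glo, 30 min at room temperature) served as the read-out of ARE activation in AREc32 cells treated with compounds for 24 hr at 37 deg C.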
# Akt phos inh = blocks phosphorylation of Akt. Neuro2A IGF-stimulated pAkt S473 HTRF, 20 min; hits give low values. activity change, % for hits at 50 µM. 0.32% of 360,000 active; in the data active means activity change below about -80%; inconclusive means mostly about -51% to -80%; further: on the % scale 0 is the no-effect control and ±100 the full control effect
#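 Neuro2A cells (4,500/well, DMEM with 0.5% FBS) were treated with compound at a single 50 µM final concentration, stimulated with 6 nM IGF for 20 min at 37 °C, and lysed. Phospho-Akt Ser473 was read by HTRF as 665/615 ratio ×10^4.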
# EPAC2 antag = EPAC2 (human) antagonism; EPAC2 GEF exchange of Rap1B-BODIPY-GDP, fluorescence; Potency, µM (titrated, usually from 114 µM), without a hit: at the highest dose activity, negative = inhibition, hits mostly inhibitors; Q8WZA2; 0.18% of 360,000 active; AID 720708; further: potency means the concentration at half of the fitted maximal effect; on the % scale 0 is the no-effect control and ±100 the full control effect; nearly all actives have a fitted effect of over 45% in size; many of its hits are not listed in these tables
# Target sequence (Q8WZA2 whole entry, looked up): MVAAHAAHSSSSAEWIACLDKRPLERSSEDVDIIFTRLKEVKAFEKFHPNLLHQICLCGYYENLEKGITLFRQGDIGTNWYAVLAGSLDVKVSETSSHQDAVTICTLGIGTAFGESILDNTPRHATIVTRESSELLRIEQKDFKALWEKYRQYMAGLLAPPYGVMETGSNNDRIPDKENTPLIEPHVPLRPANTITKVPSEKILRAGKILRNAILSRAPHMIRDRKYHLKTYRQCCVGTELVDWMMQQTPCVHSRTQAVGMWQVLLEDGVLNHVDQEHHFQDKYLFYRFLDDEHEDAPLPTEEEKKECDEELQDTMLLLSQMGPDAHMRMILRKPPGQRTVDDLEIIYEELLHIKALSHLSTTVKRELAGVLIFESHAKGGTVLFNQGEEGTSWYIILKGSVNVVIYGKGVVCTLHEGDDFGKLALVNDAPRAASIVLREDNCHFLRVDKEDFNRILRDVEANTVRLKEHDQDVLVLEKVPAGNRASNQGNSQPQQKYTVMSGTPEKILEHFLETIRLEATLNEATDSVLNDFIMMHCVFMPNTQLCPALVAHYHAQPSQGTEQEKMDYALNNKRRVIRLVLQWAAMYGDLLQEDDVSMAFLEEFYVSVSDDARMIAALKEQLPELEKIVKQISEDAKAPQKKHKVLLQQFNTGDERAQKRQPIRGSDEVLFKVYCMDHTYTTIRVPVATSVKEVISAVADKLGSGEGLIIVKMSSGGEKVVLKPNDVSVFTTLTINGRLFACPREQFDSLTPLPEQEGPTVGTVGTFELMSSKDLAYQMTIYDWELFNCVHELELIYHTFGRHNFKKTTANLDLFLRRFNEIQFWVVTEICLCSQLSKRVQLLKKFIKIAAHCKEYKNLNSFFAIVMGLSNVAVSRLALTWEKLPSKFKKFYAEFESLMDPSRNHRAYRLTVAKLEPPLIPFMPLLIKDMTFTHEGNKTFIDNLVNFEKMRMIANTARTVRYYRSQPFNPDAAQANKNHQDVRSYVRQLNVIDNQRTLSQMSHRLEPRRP
# EPAC2 ag = agonists of human EPAC2 (RAPGEF4); Potency, µM (series often up to 154 µM), for inactives: at the highest dose activation, most hits filed as activators; EPAC2 activation, biochemical qHTS; response scale: 100% = 6.5 mM cAMP response; AID 720711; 0.079% of 360,000 active; further: potency means the concentration at half of the fitted maximal effect; nearly all actives have a fitted effect of over 50% in size
#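 In this primary screen, activation is scored as increased exchange of BODIPY-GDP from Rap1B by 100 nM EPAC2, with 50 uM GDP as competitor. Signal is normalized to the 6.5 mM cAMP agonist control.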
# * = called active by the depositor; i = inactive; u = inconclusive; x = not tested or not shown; [ ] = another dose, or the depositor's remark. Unless noted, the call rests on the fitted dose curve; in most records, active means well fitted curve in the direction sought with a large enough effect; inconclusive means small, poorly fitted or top-dose-only effect, or another doubt; inactive means no such curve, though single readings can be large; an effect the other way counts as inactive or inconclusive. Some of the compounds tested (hit frequency here may not be typical).
[1] O=C(NC1CCN(S(=O)(=O)c2ccccc2C(F)(F)F)CC1)c1ccco1
[2] COc1cccc(NC(=O)CC(C)S(=O)(=O)c2ccc3c(c2)NC(=O)CO3)c1 (configuration not stated)
[3] Cc1ccc(OCCNC(=O)c2ccc(C)o2)cc1
[4] Cc1oc2c(C)c3oc(=O)c(CCC(=O)NCCCCCC(=O)O)c(C)c3cc2c1C
[5] COc1cc2c(cc1[N+](=O)[O-])-c1ccc([N+](=O)[O-])cc1C2=NNC(N)=S
[6] COc1ccc(-c2cc3ccccc3[nH]2)cc1

Assay by compound	1	2	3	4	5	6
Nrf2 inh	-2%	-13%	2%	-8%	x	u
Mm-Cpn inhibitor	4%	x	2%	-2%	x	-3%
TGFb inhibitor	-10%	14%	12%	-2%	5%	1%
CCT chaperon mod	0.0	x	1.1	0.6	0.9	-0.6
A549 viability	2%	15%	0%	0%	x	1%
Nrf2 ARE act	4.5%	-0.5%	-0.4%	-0.4%	5.0%	1.1%
Akt phos inh	i	x	i	i	i	i
EPAC2 antag	1%	x	0%	-8%	6%	2%
EPAC2 ag	4%	x	10%	2%	-1%	6%

[7] COc1ccc(CNCCC(c2ccc(OC(C)C)cc2)c2ccccc2OC)cc1 (configuration not stated)
[8] CCOC(=O)N1CCC(NC(=O)c2c(C)nn(-c3cccc(C)c3)c2-n2cccc2)CC1
[9] Cc1[nH]n2c(=O)cc(C(C)C)nc2c1-c1ccccc1
[10] CN(C)CCCN(C(=O)c1ccc2c(c1)CCCC2)c1nc2c(F)cccc2s1
[11] CCOC(=O)C1CCN(C(=O)c2cc3c(-c4ccc(OC)c(OC)c4)nn(C)c3s2)CC1
[12] O=C(Nc1cccc(-c2nc3ccccc3o2)c1)c1cccc2c(Cl)cccc12

Assay by compound	7	8	9	10	11	12
Nrf2 inh	2%	u	u	24%	18%	5%
Mm-Cpn inhibitor	-1%	x	-6%	1%	0%	x
TGFb inhibitor	u	-7%	-23%	u	-1%	13%
CCT chaperon mod	0.0	x	0.0	0.1	-1.1	x
A549 viability	0%	-1%	-12%	u	-4%	-2%
Nrf2 ARE act	-2.8%	4.4%	0.0%	4.0%	-0.1%	0.6%
Akt phos inh	i	x	i	i	i	x
EPAC2 antag	-5%	x	2%	-10%	-11%	x
EPAC2 ag	17%	x	1%	6%	7%	x

# Another view of two compounds above.
# Order of values: Nrf2 inh	Mm-Cpn inhibitor	TGFb inhibitor	CCT chaperon mod	A549 viability	Nrf2 ARE act	Akt phos inh	EPAC2 antag	EPAC2 ag
(10) CN(C)CCCN(C(=O)c1ccc2c(c1)CCCC2)c1nc2c(F)cccc2s1
 : 24%	1%	u	0.1	u	4.0%	i	-10%	6%
(11) CCOC(=O)C1CCN(C(=O)c2cc3c(-c4ccc(OC)c(OC)c4)nn(C)c3s2)CC1
 : 18%	0%	-1%	-1.1	-4%	-0.1%	i	-11%	7%

# Screen by screen, from the results shown.
# A549 viability, entries 7 to 12: 0%, -1%, -12%, u, -4%, -2%

# Other entries.
[13] COc1ccccc1C(=O)NC(=O)COC(=O)c1ccc(Br)o1
[14] COc1ccc(CN2CCNC(=O)C2CC(=O)N(C)C2CCCCC2)cc1OC (configuration not stated)
[15] CCC(Sc1nc2nccnc2c(=O)n1Cc1ccc(C)cc1)C(=O)NC1CCCCC1 (configuration not stated)
[16] O=C(O)c1nc(NCc2ccccc2)ncc1Cl
[17] O=C1CCCC(=O)N1c1ccc(Oc2ccc(Cl)cc2)cc1
[18] COc1ccc(N2CCN(C(=O)c3sc4nc5n(c(=O)c4c3C)CCC5)CC2)cc1

Assay by compound	13	14	15	16	17	18
Nrf2 inh	5%	x	7%	3%	8%	u
Mm-Cpn inhibitor	1%	x	x	-4%	0%	x
TGFb inhibitor	11%	10%	-9%	-30%	-6%	-10%
CCT chaperon mod	0.4	0.2	x	-0.6	0.2	x
A549 viability	-9%	x	-1%	1%	1%	12%
Nrf2 ARE act	-0.6%	-0.2%	-0.2%	-0.3%	-0.1%	-0.2%
Akt phos inh	i	i	x	i	i	x
EPAC2 antag	10%	4%	x	10%	8%	x
EPAC2 ag	5%	-1%	x	6%	3%	x

[19] Cc1ncc(CN2CCCCC2C(=O)Nc2ccc(Oc3ccccc3)nc2)cn1 (configuration not stated)
[20] COc1ccc(-c2cc(C(F)F)n3ncc(C(=O)Nc4cc(OC)ccc4OC)c3n2)cc1
[21] O=S(=O)(Nc1ccccc1-c1ccccc1)c1ccccc1
[22] Cc1ccc(Cl)c2sc(N3CCN(C(=O)c4ccco4)CC3)nc12
[23] Cc1ccc(CN2CCC(CNC(=O)Nc3ccc(Cl)cc3)C2)cc1 (configuration not stated)
[24] O=C(COc1ccc(Cl)cc1)N1CCCC1

Assay by compound	19	20	21	22	23	24
Nrf2 inh	-19%	-5%	u	u	-3%	15%
Mm-Cpn inhibitor	2%	x	x	-1%	x	1%
TGFb inhibitor	-20%	18%	11%	u	13µM*	9%
CCT chaperon mod	0.3	x	1.9	-1.0	x	-2.5
A549 viability	-1%	-6%	3%	0%	-13%	-1%
Nrf2 ARE act	-0.2%	0.0%	-0.2%	4.5%	13%	-0.3%
Akt phos inh	i	x	i	i	x	i
EPAC2 antag	-6%	x	50µM*	-2%	x	-1%
EPAC2 ag	-2%	x	17%	0%	x	7%

[25] Cc1ccc(C)c(NC(=O)CN(C)C(=O)c2ccc(S(=O)(=O)N3CCCCCC3)cc2)c1
[26] COc1ccccc1CNC(=O)c1cccc(NC(=O)N2CCSc3ncccc32)c1
[27] O=C(COc1cc(Cl)c(Cl)cc1Cl)Nc1ccc([N+](=O)[O-])cc1Cl
[28] O=S(=O)(Nc1nc2ccccc2nc1Nc1ccc(N2CCOCC2)cc1)c1cc(Cl)ccc1Cl
[29] CN1CCN(S(=O)(=O)c2ccc([N+](=O)[O-])cc2)CC1
[30] CN1CCC(N(C)C(=O)c2cc(-c3ccccc3Cl)nc3ccccc23)CC1

Assay by compound	25	26	27	28	29	30
Nrf2 inh	-30%	-25%	u	-28%	-5%	7%
Mm-Cpn inhibitor	1%	x	1%	0%	2%	0%
TGFb inhibitor	3%	-24%	-12%	2%	-23%	-1%
CCT chaperon mod	0.7	x	-1.3	-1.1	-0.5	1.3
A549 viability	0%	5%	-1%	-10%	u	0%
Nrf2 ARE act	-0.8%	0.6%	0.3%	-0.7%	0.3%	1.4%
Akt phos inh	i	x	i	i	i	i
EPAC2 antag	4%	x	-6%	2%	0%	u
EPAC2 ag	6%	x	3%	-12%	6%	5%

[31] CC(=O)c1ccc(OCc2cc(C(=O)N(C)C(C)c3nccs3)no2)cc1 (configuration not stated)
[32] Cc1cc(=O)[nH]c2c(C)c(N)ccc12
[33] CN1CCN(C(=O)c2ccc3c(c2)N(Cc2ccccc2)CCS3)CC1
[34] Cc1c(C(=O)N/N=C/c2ccccn2)nnn1-c1nonc1N
[35] COc1ccc(-c2nc(-c3ccc(Br)o3)no2)cc1OC
[36] Cc1ccnc2ccc(SC(F)(F)F)cc12

Assay by compound	31	32	33	34	35	36
Nrf2 inh	u	-2%	17%	9%	22%	10%
Mm-Cpn inhibitor	1%	-2%	0%	1%	1%	0%
TGFb inhibitor	-5%	-2%	2%	9%	8%	-2%
CCT chaperon mod	-2.1	-1.2	0.9	-3.3	0.9	-4.2
A549 viability	4%	-8%	3%	0%	-2%	-4%
Nrf2 ARE act	0.1%	0.0%	-1.2%	0.2%	-0.4%	-0.9%
Akt phos inh	i	i	i	i	i	i
EPAC2 antag	-3%	6%[57.1 µM]	-1%	4%	1%	4%
EPAC2 ag	-8%	6%	-3%	3%	13%	-5%

[37] CCOC(=O)N1CCN(C(=O)c2ccc3c(=O)n(Cc4ccccc4OC)c(=S)[nH]c3c2)CC1
[38] CCCC(CCC(=O)Nc1ccn(-c2ccccc2)n1)C(=O)O (configuration not stated)
[39] CCC(=O)Nc1c2c(nn1-c1ccc(F)cc1)CS(=O)C2 (configuration not stated)
[40] O=C(CCS(=O)(=O)c1ccc2c(c1)NC(=O)CO2)NCc1ccccc1
[41] Cc1cccc(C)c1NC(=O)CNC(=O)c1ccccc1OCc1ccccc1
[42] CC(=O)NC1(C(F)(F)F)C(=O)Nc2c1c(=O)n(C)c(=O)n2C (configuration not stated)

Assay by compound	37	38	39	40	41	42
Nrf2 inh	-11%	-2%	u	u	-4%	1%
Mm-Cpn inhibitor	-6%	2%	0%	0%	1%	2%
TGFb inhibitor	-17%	2%	4%	-1%	-2%	24%
CCT chaperon mod	-0.1	-2.7	1.4	-64*	0.3	-2.5
A549 viability	-3%	9%	8%	14%	6%	-6%
Nrf2 ARE act	2.9%	-1.0%	-0.2%	-0.4%	-0.1%	0.3%
Akt phos inh	i	i	i	i	i	i
EPAC2 antag	-5%	3%	-7%	-4%	14%	0%
EPAC2 ag	8%	7%	3%	5%	5%	10%

[43] Cc1ccc(CN2CCN(C(=O)c3ccncc3)CC2)cc1
[44] CC(NC(=O)c1cn(C)c2ccc(S(=O)(=O)N3CCCC3)cc2c1=O)c1ccccc1 (configuration not stated)
[45] CC(C)(C)OC(=O)C[C@@H]1C/C=C\C[C@H](CC(=O)N(CCO)Cc2ccccc2)C(=O)N[C@@H](Cc2c[nH]c3ccccc23)COC1=O
[46] CCNC(=O)CSc1nc2ccccc2c(=O)n1OC

Assay by compound	43	44	45	46
Nrf2 inh	6%	12%	-7%	3%
Mm-Cpn inhibitor	-3%	1%	1%	0%
TGFb inhibitor	-3%	-9%	u	9%
CCT chaperon mod	0.2	0.1	-2.6	-5.1
A549 viability	11%	8%	0%	-2%
Nrf2 ARE act	0.4%	-0.3%	3.5%	2.5%
Akt phos inh	i	i	i	i
EPAC2 antag	14%	3%	-8%	5%
EPAC2 ag	4%	-4%	6%	3%

# Screens: PubChem BioAssay, National Center for Advancing Translational Sciences (NCATS)
